Cl transport mod – KCC2 cotransporter modulators, thallium flux, primary screen, cell-based, HEK293 KCC2, FluoZin-2 fluorescence, MLSMR. KCC2 cells, thallium flux FluoZin-2 fluorescence. B-score of Tl+ flux slope (higher = more flux/activation; lower = inhibition) at 10 µM. AID 1456, 2008. 190,000 compounds, 2.2% hits. Solute carrier family 12 member 5 (Homo sapiens), Q9H2X9;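 active means thallium flux slope and its plate-corrected score both differing from the plate sample mean at a set confidence after two filtering rounds, in either direction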;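 further: slope of fluorescence scaled to starting intensity during 10 to 20 s after thallium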
KLK5 inh – human KLK5 protease inhibitors, primary screen, biochemical, 1536-well | inhibition, % at 5 µM | recombinant hK5, fluorogenic AMC substrate cleavage | 210,000 compounds, 0.59% hits | Kallikrein-5 (Homo sapiens), Q9Y337;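 active means inhibition of 40% or more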;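 further: 0% = enzyme controls without compound and 100% = no-enzyme blanks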
m-calpain inh – inhibitors of pig calpain II, primary screen, biochemical, fluorogenic peptide substrate, 1536-well; purified calpain II, 30 min; inhibition, % at 16 µM; 220,000 compounds, 0.37% hits;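 active means inhibition above about 50%, limit read from the data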
FXIIa inh – human FXIIa protease inhibitors, primary screen, biochemical, 1536-well; Coagulation factor XII (Homo sapiens), P00748; purified FXIIa, Boc-QGR-AMC fluorogenic substrate, 2 h; inhibition, % at 5 µM; 220,000 compounds, 0.3% hits; in the data active means inhibition above about 40%;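 further: 0% = enzyme with no compound and 100% = blank without enzyme; many of its hits are not listed in these tables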
PERK inh – block of dimerizer-induced PERK translation repression, primary screen, PERK inhibitor project, CHO PERK-DD cells, SEAP luminescence, HTS; AID 1416, 2008; 220,000 compounds, 0.17% hits; inhibition, % at 5.6 µM; CHO PERK-DD fusion, SEAP luminescence translation reporter;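 active means inhibition above the mean inhibition of all tested compounds plus 3 SD, set separately per screening campaign, cut at about 2.9% in these data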;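 further: PERK kinase domain activated by AP20187 dimerizer at 100 nM; 0% = DMSO with dimerizer and 100% = rapamycin at 8.4 µM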
Thrombin inh – human alpha-thrombin inhibitors, primary screen, counter-screen for coagulation protease inhibitor project, biochemical, 1536-well, fluorogenic AMC substrate; Prothrombin (Homo sapiens), P00734; Boc-VPR-AMC fluorogenic substrate cleavage; inhibition, % at 5 µM; 220,000 compounds, 0.26% hits;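 active means inhibition at or above 40%; inactive means inhibition below 40%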;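 further: 0% = enzyme with no compound and 100% = wells without enzyme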
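signal = AMC fluorescence, 355/460 nm | material = human alpha-thrombin enzyme | control set = enzyme without compound as high, wells lacking enzyme as low | times = reaction at room temperature | read-out basis = percent inhibition scaled between no-compound controls and no-enzyme blanks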
FXIa inh 1536 – human FXIa protease inhibitors, primary screen, biochemical, 1536-well. Coagulation factor XI (Homo sapiens), P03951. purified FXIa, Boc-Glu-Ala-Arg-AMC fluorogenic substrate. inhibition, % at 5 µM. 220,000 compounds, 0.14% hits;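 active means inhibition of at least 40%; inactive means inhibition below 40%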;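 further: fluorescence of freed AMC excited at 355 nm; 0% = enzyme without compound and 100% = no enzyme blank; many of its hits are not listed in these tables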
Target sequence (P03951 19-387 limits assumed): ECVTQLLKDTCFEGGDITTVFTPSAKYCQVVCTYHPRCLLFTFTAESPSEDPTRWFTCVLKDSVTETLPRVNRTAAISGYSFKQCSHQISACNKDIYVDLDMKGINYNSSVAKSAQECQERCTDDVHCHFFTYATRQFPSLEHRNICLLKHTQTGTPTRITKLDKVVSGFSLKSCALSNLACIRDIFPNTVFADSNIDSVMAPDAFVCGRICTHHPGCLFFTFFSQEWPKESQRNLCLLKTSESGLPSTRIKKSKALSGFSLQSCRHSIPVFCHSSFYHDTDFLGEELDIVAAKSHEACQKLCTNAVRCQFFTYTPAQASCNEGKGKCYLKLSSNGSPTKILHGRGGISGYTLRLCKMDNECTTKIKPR
Target sequence (P03951 388-625 limits assumed): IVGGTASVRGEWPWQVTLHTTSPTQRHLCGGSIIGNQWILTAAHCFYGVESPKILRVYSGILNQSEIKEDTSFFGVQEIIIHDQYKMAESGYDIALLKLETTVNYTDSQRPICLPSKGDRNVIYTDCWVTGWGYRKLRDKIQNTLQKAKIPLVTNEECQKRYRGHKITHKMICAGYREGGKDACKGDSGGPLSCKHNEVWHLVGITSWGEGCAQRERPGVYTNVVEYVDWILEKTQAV
Rad51 HR inh – human RAD51 strand exchange inhibitors, primary screen, biochemical, fluorescence; 200,000 compounds, 0.085% hits; AID 1385, 2008; DNA repair protein RAD51 homolog 1 (Homo sapiens), Q06609; inhibition, % at 10 µM; hRad51 DNA strand exchange, fluorescence dequenching;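 active means inhibition above 40% at the single screening dose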;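 further: 0% = DMSO control wells and 100% = blanks with heterologous ssDNA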
Target sequence (Q06609 whole entry, looked up): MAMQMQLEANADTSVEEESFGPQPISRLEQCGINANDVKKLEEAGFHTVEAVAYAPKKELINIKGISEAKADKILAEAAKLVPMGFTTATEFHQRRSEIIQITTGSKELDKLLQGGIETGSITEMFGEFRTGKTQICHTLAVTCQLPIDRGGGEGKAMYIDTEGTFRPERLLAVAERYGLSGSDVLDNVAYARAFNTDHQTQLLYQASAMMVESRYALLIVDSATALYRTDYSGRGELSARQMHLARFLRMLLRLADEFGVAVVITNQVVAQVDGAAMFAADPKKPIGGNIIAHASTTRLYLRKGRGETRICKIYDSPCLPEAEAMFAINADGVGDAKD
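Test system – preformed human Rad51 ssDNA filaments · Reagent – Donor/quencher-labelled 47-bp dsDNA substrate · Incubation – 37 °C 15-min filament assembly, 30-min compound preincubation, 15-min exchange · Signal – FRET fluorescence dequenching, excitation 485 nm, emission 520 nm · Read-out – percent inhibition from fluorescence, normalised to plate control and blank means · Benchmarks – plate control and blank wells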
Furin inh – human furin inhibitors, primary screen, biochemical, fluorescence intensity; inhibition, % at 30 µM; AID 463115, 2010; 220,000 compounds, 0.061% hits; purified furin, fluorogenic substrate cleavage; P09958; in the data active means inhibition above about 25%; further: inactives centre near -15
The depositor's hits bear a star; / = no result given; [ ] = dose if it differs, or a comment. The list is partial; rates above refer to the full screens.

1) Cc1nonc1C(=O)N/N=C/c1ccc(O)cc1
2) COc1cc(/C=C2\SC(=O)N(CCNC(=O)c3sc4cc(F)ccc4c3Cl)C2=O)cc(OC)c1OC
3) COc1ccc(N2C(=O)CC(NC34CC5CC(CC(C5)C3)C4)C2=O)c(OC)c1 (stereo not drawn)
4) CCN(CC)S(=O)(=O)c1cccc(NC(=O)c2ccc(-n3nc(C)cc3C)cc2)c1
5) COc1ccccc1N(CC(=O)NC1CCCCC1)C(=O)CCC(=O)Nc1ccccn1
6) Cn1c(=O)cc(SCC(=O)NCc2ccc(F)cc2)c2ccccc21
7) C=CCOc1c(CNc2ncn[nH]2)cccc1OC
8) Cc1cc(C)nc(NC(=O)/C=C/c2cccs2)c1
9) N#Cc1nc(-c2ccc(Cl)cc2)oc1NCCc1ccccn1
10) CNC(=O)CCSSCCC(=O)NC

entry no.,1,2,3,4,5,6,7,8,9,10
Cl transport mod,0.76,0.14,0.74,-0.56,0.0023,-1.7,-0.052,/,-0.23,-0.0085
Thrombin inh,1,-1,2,15,1,-5,-4,-3,-6,5
Furin inh,4,-33,-26[20 µM],-4,-30,-18,-7[20 µM],15,-9[20 µM],-22
m-calpain inh,16,-58,12,26,-18,-11,-17,-5,-27,-12
FXIIa inh,12,7,12,1,-7,1,6,-8,4,12
PERK inh,0.5,0.6,-0.3,-0.3,-0.3,-0.2,0.7,-0.8,-0.4,0.0
KLK5 inh,-22,3,-7,13,-6,/,1,1,-3,2
FXIa inh 1536,6,-1,-3,0,5,-2,-1,-6,3,0
Rad51 HR inh,1,/,4,-9,/,21,-2,-8,-4,3

In another format: entries from further up.
5) COc1ccccc1N(CC(=O)NC1CCCCC1)C(=O)CCC(=O)Nc1ccccn1
  Cl transport mod: 0.0023; Thrombin inh: 1; Furin inh: -30; m-calpain inh: -18; FXIIa inh: -7; PERK inh: -0.3; KLK5 inh: -6; FXIa inh 1536: 5; Rad51 HR inh: /
1) Cc1nonc1C(=O)N/N=C/c1ccc(O)cc1
  Cl transport mod: 0.76; Thrombin inh: 1; Furin inh: 4; m-calpain inh: 16; FXIIa inh: 12; PERK inh: 0.5; KLK5 inh: -22; FXIa inh 1536: 6; Rad51 HR inh: 1
2) COc1cc(/C=C2\SC(=O)N(CCNC(=O)c3sc4cc(F)ccc4c3Cl)C2=O)cc(OC)c1OC
  Cl transport mod: 0.14; Thrombin inh: -1; Furin inh: -33; m-calpain inh: -58; FXIIa inh: 7; PERK inh: 0.6; KLK5 inh: 3; FXIa inh 1536: -1; Rad51 HR inh: /
4) CCN(CC)S(=O)(=O)c1cccc(NC(=O)c2ccc(-n3nc(C)cc3C)cc2)c1
  Cl transport mod: -0.56; Thrombin inh: 15; Furin inh: -4; m-calpain inh: 26; FXIIa inh: 1; PERK inh: -0.3; KLK5 inh: 13; FXIa inh 1536: 0; Rad51 HR inh: -9

Additional records follow.
11) O=C(CC1C(=O)N(Cc2ccccc2)C(=S)N1CCN1CCOCC1)Nc1ccc(F)cc1 (stereo not drawn)
12) CCN(CC)C1=N/C(=C\c2ccc(OC)cc2)C(=O)N1c1ccccc1
13) O=C(NCc1ccccc1)c1ccc(Cn2cc(C(F)(F)F)ccc2=O)cc1
14) CN(C)CCCC1(O)c2ccccc2CCc2ccccc21
15) C/C(=N\NC(=O)c1ccncc1)c1cc2ccccc2oc1=O
16) COc1ccc(OCc2nc3ccc(S(=O)(=O)Nc4ccccc4Cl)cc3[nH]2)cc1
17) CCn1c(CNc2ccc(OC)cc2)nnc1SCC(=O)c1ccc(OC)cc1
18) CN(Cc1ccco1)C(=O)C1CCC(=O)N1Cc1ccc(F)cc1 (stereo not drawn)
19) CCOc1ccc(NC(=S)N2CCC(N(C)CC3CCCO3)CC2)cc1 (stereo not drawn)
20) COC(=O)[C@H](CCSC)NC(=O)NCc1ccccn1

entry no.,11,12,13,14,15,16,17,18,19,20
Cl transport mod,0.24,-1.3,0.18,0.58,-0.042,-0.89,-1.1,-0.36,-0.013,/
Thrombin inh,3,-1,-1,-3,-2,7,1,-1,-8,-4
Furin inh,-30,-1,-10[20 µM],-35,-14,-11,-30[20 µM],-24,-9,-16
m-calpain inh,-26,34,6,-22,18,-16,-46,/,-4,-2
FXIIa inh,9,10,-8,12,4,-1,12,-3,4,13
PERK inh,-0.2,0.3,-0.4,0.3,0.7,-0.4,-0.4,0.3,-0.1,0.3
KLK5 inh,11,-13,5,4,-15,24,-4,-13,-23,-15
FXIa inh 1536,-2,9,-7,-1,-4,6,6,-11,-6,4
Rad51 HR inh,5,22,-7,0,-7,-18,-7,0,1,-3

21) CN(Cc1ccon1)Cc1cn(Cc2ccccc2)nc1-c1ccc2c(c1)OCO2
22) O=C(O)CCC(=O)N1CCc2cc(S(=O)(=O)N3CC=C(c4ccccc4)CC3)ccc21
23) Cc1ccc(C)c(NC(=S)Nc2cccnc2)c1
24) Cc1nc2ccccc2c(=O)n1NC(=O)/C=C/c1ccccc1Cl
25) O=C(CC1C(=O)NCCN1C(=O)Nc1ccc(F)cc1F)Nc1ccc(F)cc1 (stereo not drawn)
26) COc1ccc(O)c(-c2cc(C(F)(F)C(F)F)nc(-c3ccccc3)n2)c1
27) Cc1c(N(CC(=O)O)S(=O)(=O)c2ccccc2)c(=O)n(-c2ccccc2)n1C
28) COc1ccc(Nc2nc(NN)nc(C)c2[N+](=O)[O-])cc1
29) COc1cc(C(=O)Nc2ccc3c(c2)OCCO3)ccc1OC(F)F
30) O=C(NC(=S)Nc1ccc2oc(-c3cccnc3)nc2c1)c1cccc(Cl)c1

entry no.,21,22,23,24,25,26,27,28,29,30
Cl transport mod,-2.2,-3.1,0.1,-3.5,0.4,0.6,0.39,0.015,-0.71,2
Thrombin inh,-6,-5,-4,-4,-2,-4,/,1,1,2
Furin inh,-20,-12,-27,6,-9,-19[20 µM],-22,-12,-19,-12
m-calpain inh,-6,-48,-28,-6,-8,8,2,-40,-28,-23
FXIIa inh,3,1,8,12,9,7,3,11,13,-6
PERK inh,0.6,0.7,0.4,-0.4,0.5,0.9,0.8,0.3,0.2,1.4
KLK5 inh,/,-4,-2,-9,-2,0,-3,3,5,-6
FXIa inh 1536,-1,-6,-3,6,3,-3,4,1,5,5
Rad51 HR inh,26,1,6,-2,20,8,4,2,-4,/

31) Cc1n[nH]c(=O)nc1NCc1ccccc1Cl
32) CC(=O)NC1CCN(CC(=O)Nc2cccc([N+](=O)[O-])c2)CC1
33) CCOC(=O)N1CCN(c2c(NCc3cccs3)c(=O)c2=O)CC1
34) O=[N+]([O-])c1ccc(OCCN2CCCCCC2)cc1
35) N=c1n(CCN2CCCC2)c2ccccc2n1CC(O)c1ccc(Cl)c(Cl)c1 (stereo not drawn)
36) O=C(CN1C(=O)C(=O)c2ccccc21)OCN1C(=O)c2ccccc2C1=O
37) c1ccc(-n2ncc3c(NCCN4CCCCC4)ncnc32)cc1
38) COc1ccc(Cn2nnnc2C(C(C)C)N2CCc3ccccc32)cc1 (stereo not drawn)
39) Cc1cccc(C)c1NC(=O)COC(=O)c1ccc2c(c1)OCO2
40) O=C(Nc1ccc(OC(F)F)c(Cl)c1)[C@@H]1CCCN1C(=O)c1cccs1

entry no.,31,32,33,34,35,36,37,38,39,40
Cl transport mod,-0.36,0.52,-0.056,1.4,-0.032,1.8,/,-0.4,-0.12,0.008
Thrombin inh,1,0,-4,-12,0,-10,0,12,-12,-1
Furin inh,-27,-28,-25,-19,-20,-4,-15,7,-14,-10
m-calpain inh,2,-20,-6,-13,-14,15,-4,35,18,32
FXIIa inh,16,12,12,16,5,11,19,20,2,5
PERK inh,0.8,-0.3,1.5,0.4,-0.9,-0.3,-0.5,-0.2,0.1,-0.1
KLK5 inh,-7,4,-21,-9,2,3,1,5,-2,-6
FXIa inh 1536,2,1,5,7,-1,11,9,12,-8,4
Rad51 HR inh,-8,3,-8,-5,-3,1,-3,-3,-2,-2

41) O=[N+]([O-])c1ccc2c(c1)nc1n2CCN(CC2CCCO2)C1 (stereo not drawn)
42) C=CCNC(=O)c1onc(CSc2ccncc2)c1C(=O)NCC=C
43) O=C(O)c1ccc(NC(=S)NC(NC(=O)c2ccco2)C(Cl)(Cl)Cl)cc1 (stereo not drawn)
44) Cc1cc(C)cc(OCC(=O)N/N=C/c2ccncc2)c1
45) Cc1ccc(S(=O)(=O)N2CCN(Cc3nc4sc(C)c(C)c4c(=O)[nH]3)CC2)cc1
46) O=C(O)C1Sc2[nH]c(=O)sc2C2c3ccc(O)cc3OC(=O)C12 (stereo not drawn)
47) CCOCCOC(=O)C(C)Oc1ccc(Oc2ncc(Cl)cc2Cl)cc1 (stereo not drawn)
48) CN1C(=O)NC(NC(=O)c2ccco2)(C(F)(F)F)C1=O (stereo not drawn)

entry no.,41,42,43,44,45,46,47,48
Cl transport mod,-0.011,1.1,0.31,0.66,/,-1.2,-0.18,/
Thrombin inh,-4,4,1,2,-3,1,-4,3
Furin inh,-13,-23,-17[20 µM],-30,-21[20 µM],-25,-6,-19
m-calpain inh,-3,-1,-36,2,1,-53,-5,-11
FXIIa inh,5,12,6,11,15,10,14,9
PERK inh,0.7,/,-1.2,0.3,-1.9,1.3,1.6,0.7
KLK5 inh,/,5,-6,1,-2,2,-5,7
FXIa inh 1536,-2,5,-10,3,3,-1,5,2
Rad51 HR inh,/,9,4,/,0,-5,4,-1
